CXXC DNA block – inhibitors of human MLL CXXC domain-DNA interaction | Q03164 | MLL-CXXC / FITC-HOXA9 DNA fluorescence polarization | Potency, µM (doses to about 115 µM), for inactives: top-dose activity change, negative = inhibition, most hits filed as inhibitors | hit rate 0.037% among 290,000; active = well fitted inhibition curve with a large enough effect in the polarisation, with a control signal flat, not every such curve was filed as active; inconclusive = small, poorly fitted or top-dose-only effect, or effect the other way, or a change in a side signal; inactive = no such curve, though single readings can be large or run the other way; the % refers to the polarisation; note: potency is the fitted concentration of half-maximal effect
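Purified MLL-CXXC (added from a 7 uM solution) was preincubated 5 min at ambient with pinned compounds in 50 mM Tris-HCl pH 7.5, 50 mM NaCl, 1 mM DTT, 0.05% BSA. Fluorescein-labeled HOX-A9 DNA (50 nM solution) followed, 30 min, then polarization read.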
A-T KAP1 phos – candidate therapy for ataxia-telangiectasia; Potency, µM (top dose mostly 57.5 µM), for the others: top-dose activation, most hits filed as activators; AID 485349; […] A-T fibroblasts, KAP-1 phosphorylation AlphaLISA; neocarzinostatin DNA damage 30 min before lysis; hit rate 0.19% among 320,000; note: potency is the fitted concentration of half-maximal effect; % of control where 0% means no effect; nearly all actives have a fitted effect of over 45% in size
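hTERT-immortalized A-T patient fibroblasts ([…]), 500 cells/well in OPTI-MEM, 1% FBS, got compounds for 60 min, then NCS for 30 min at 37C. Lysates were then assayed for phospho-KAP-1 by AlphaLISA (anti-pKAP1 donor, anti-KAP1 acceptor beads), 6 hr at 25C.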
B2AR arrestin – recruits beta-arrestin to the human beta2-adrenergic receptor. P07550. beta-arrestin recruitment to beta2AR, cell-based reporter. Potency, µM (doses to about 46.1 µM), without a hit: at the top dose activation, actives largely listed as activators. hit rate 0.02% among 330,000. AID 492947;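 note: potency is the fitted concentration of half-maximal effect; 0% = DMSO controls and full agonism = EC100 isoproterenol or metaproterenol; nearly all actives have a fitted effect of over 65% in size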
p53 reactivator – restores transcriptional activity of mutant p53; hit rate 0.063% among 320,000; H1299 p53-A138V BP100-luciferase reporter, luminescence, 24 h; Potency, µM (highest dose often 92.2 µM), inactives show at the highest dose activity change, positive = activation, most hits filed as activators; note: potency is the fitted concentration of half-maximal effect; % of control where 0% means no effect; nearly all actives have a fitted effect of over 45% in size
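H1299 (p53-null), stable ts p53-A138V + BP100-Luc; 1000 cells/well, Opti-MEM/10% FBS; cpd 4 pt, 1:5; 24 h, 37 deg C, 5% CO2; detection reagent 10 min RT; luminescence.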
ELG1 repair inh – blocks ELG1-dependent DNA repair in HEK293T cells. HEK293T ELG1-luciferase reporter, luminescence, 16 h; DNA damage induced by 5-fluorouridine. Potency, µM (top dose mostly 46.1 µM), inactives show top-dose activity change, negative = inhibition, hits mostly inhibitors. hit rate 2.3% among 330,000. AID 504467; note: potency is the fitted concentration of half-maximal effect; % is set by controls: 0 for no effect and ±100 for the full control effect; nearly all actives have a fitted effect of over 55% in size
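Reporter activity after DNA damage by 5-fluorouridine is monitored. Compound-treated cells incubate 16 hr at 37 °C, then ONE-Glo is added for 30 min before luminescence reading.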
TRPV1 ag – human TRPV1 agonism; Q8NER1; TRPV1-expressing cells, Fluo-8 calcium influx, agonist mode; activation, % at 8.33 µM; hit rate 0.19% among 320,000; in the data active = activation above about 80%; inconclusive = between about 30% and that limit; note: 0% is about no effect
Target sequence (Q8NER1 whole entry, looked up): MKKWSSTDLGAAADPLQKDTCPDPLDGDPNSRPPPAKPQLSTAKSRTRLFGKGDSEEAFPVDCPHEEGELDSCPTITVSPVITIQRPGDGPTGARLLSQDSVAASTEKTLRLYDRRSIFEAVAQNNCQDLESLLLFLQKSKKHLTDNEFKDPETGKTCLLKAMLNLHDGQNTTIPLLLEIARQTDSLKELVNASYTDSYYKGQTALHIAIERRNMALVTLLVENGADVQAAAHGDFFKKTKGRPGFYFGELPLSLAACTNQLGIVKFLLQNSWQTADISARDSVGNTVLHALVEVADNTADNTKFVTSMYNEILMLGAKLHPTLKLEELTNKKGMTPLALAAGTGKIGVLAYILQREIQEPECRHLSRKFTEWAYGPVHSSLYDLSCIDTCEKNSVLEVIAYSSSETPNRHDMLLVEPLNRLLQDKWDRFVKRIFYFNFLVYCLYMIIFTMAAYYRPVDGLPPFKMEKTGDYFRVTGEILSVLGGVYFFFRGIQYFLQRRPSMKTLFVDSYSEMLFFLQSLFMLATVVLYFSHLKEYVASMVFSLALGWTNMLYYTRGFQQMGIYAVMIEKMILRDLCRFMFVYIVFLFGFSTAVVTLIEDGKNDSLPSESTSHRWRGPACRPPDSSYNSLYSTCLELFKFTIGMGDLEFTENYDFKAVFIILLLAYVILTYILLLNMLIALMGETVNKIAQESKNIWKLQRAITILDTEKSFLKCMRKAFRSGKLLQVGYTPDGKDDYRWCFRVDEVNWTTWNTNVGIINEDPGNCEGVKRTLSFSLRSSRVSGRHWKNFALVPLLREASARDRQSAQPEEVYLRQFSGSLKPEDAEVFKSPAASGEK
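Fluo-8 calcium influx in TRPV1-expressing cells, kinetic read (ex 480/em 520 nm). Compound added and read 3 min for agonist activity, followed by capsaicin at EC20 final and 2 min further read for enhancement.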
BRCA1 expr act – BRCA1 expression activation; hit rate 1.1% among 380,000; MCF7-BRCA1-FFLuc reporter, luminescence, 48 h; response scale: scaled: vehicle 0%, 10 µM genistein 100%; Potency, µM (top dose mostly 46.1 µM), for inactives: at the top dose activation, actives largely listed as activators; note: potency is the fitted concentration of half-maximal effect; nearly all actives have a fitted effect of over 80% in size; some results filed as inactive show a strong effect at the top dose
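Quantitative HTS in MCF7 cells stably reporting BRCA1 expression via firefly luciferase. Compound treatment lasts 48 h at 37 °C in phenol-red free MEM. Activation is expressed relative to genistein at 10 microM and DMSO.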
PTAP TSG101 blk – blocks PTAP/TSG101 interaction to inhibit HIV-1 budding | Fluorescence polarization, FITC-PTAP peptide / Tsg101 binding | AID 493005 | Q99816 | Potency, µM (highest dose often 115 µM), inactives show at the highest dose activity change, negative = inhibition, hits mostly inhibitors | 340,000 tested, under 10 active; active = well fitted inhibition curve with a large enough effect in the main read-out, with a control signal flat, not every such curve was filed as active; inconclusive = small, poorly fitted or top-dose-only effect, or effect the other way, or a change in a side signal; inactive = no such curve, though single readings can be large or run the other way; note: potency is the fitted concentration of half-maximal effect; % of control where 0% means no effect
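Tsg101 binding domain (10 uM final) was mixed with compound and a FITC-labeled PTAP peptide (50 nM final) in HEPES pH 7.5 buffer with NaCl, Tween 20, EDTA and TCEP; fluorescence polarization was read after 20 min at r.t.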
TCR activator – T cell receptor activation | primary human leukocytes, anti-CD3, IL-2 HTRF, 48 h | Potency, µM (titrated, usually from 9.22 µM), without a hit: top-dose activation of IL-2 secretion, most hits filed as activators | AID 504894 | 330,000 tested, under 10 active; note: % of control where 0% means no effect
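Readout: HTRF IL-2, Eu-cryptate/d2 antibody pair, 320nm excitation, 665nm emission. Stimulus: a-CD3 beads, no co-stimulation. Cells: primary human leukocytes. Exposure: 48 hr with compound.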
a7 integrin act – activators of alpha7 integrin expression for muscular dystrophy | AID 624291 | alpha7betagal myoblasts, beta-gal FDG fluorescence, 48 h | Potency, µM (highest dose often 38.3 µM), without a hit: at the top dose activation, usual class: activators | hit rate 0.064% among 350,000;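 note: potency is the fitted concentration of half-maximal effect; 100% = response of the positive control SU9516; nearly all actives have a fitted effect of over 60% in size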
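Alpha7betagal+/- myoblasts (passage 13) were plated 16-24 hr, then exposed to compounds (1:260 dilution of DMSO stock) for 48 hours at 37C. After MPER lysis, β-galactosidase reporter activity was read as FDG fluorescence (ex 480/em 540) after 30 minutes.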
* hit, by the source's call; ? = inconclusive; . = not tested or not shown; [ ] = another dose, or the depositor's remark. Unless noted, calls come from the whole dose curve; as a rule, active = well fitted curve in the direction sought with a large enough effect; inconclusive = small, poorly fitted or top-dose-only effect, or another doubt; inactive = no such curve, though single readings can be large; an effect the other way counts as inactive or inconclusive.

SMILES | CXXC DNA block | A-T KAP1 phos | B2AR arrestin | p53 reactivator | ELG1 repair inh | TRPV1 ag | BRCA1 expr act | PTAP TSG101 blk | TCR activator | a7 integrin act
CSc1ccc(S(=O)(=O)N2CCC(C(=O)NCc3ccccn3)CC2)cc1 | 0% | 3% | 0.0% | -6% | 3% | 0 | -13% | 1% | 8% | -5%
CN(C)Cc1nc2c([nH]1)c(=O)n(C)c(=O)n2C | -1% | 1% | 0.1% | -2% | 3% | -2 | 47% | 4% | -6% | 24%
Cc1ccnc(-n2c(CCN3C(=O)c4ccccc4C3=O)nc3ccccc3c2=O)c1 | 2% | 5% | -0.3% | 0% | -13% | 0 | 3% | -1% | -8% | 4%
CCOC(=O)Cc1[nH]nc2c1C(c1ccsc1)C(C#N)=C(N)O2 (stereo not given) | 10% | 3% | 0.1% | -4% | ? | 1 | 13% | 1% | 3% | -17%
O=C(O)CC1c2ccccc2S(=O)(=O)N1Cc1ccccc1 (stereo not given) | 2% | ? | 0.1% | 4% | 9% | 11 | 16% | -7% | 2% | 27%
O=C1CC(C(=O)N2CCc3ccccc32)CN1c1ccc(F)cc1 (stereo not given) | 5% | 6% | -1.3% | 2% | 3% | 12 | 23% | -7% | -1% | 43%
CCCCNC(=O)CCCCCn1c(=O)[nH]c2cc(OC)c(OC)cc2c1=O | 16% | -1% | 0.4% | -8% | 26% | -2 | -7% | -19% | 4% | -21%
COc1ccc(N(CC(=O)Nc2cccc(C(C)=O)c2)S(=O)(=O)c2ccc(NC(C)=O)cc2)cc1 | 1% | -9% | 0.1% | -25% | ? | -2 | -24% | 0% | 2% | 14%
Cc1ccc(NC(=O)CN2CCCC2)cc1 | -13% | 5% | -1.2% | 10% | 15% | 2 | 34% | 2% | -4% | 10%
O=C(CSc1ncn(-c2ccccc2)n1)Nc1nccs1 | 10% | -5% | 0.0% | -1% | -1% | 1 | 14%[1.84 µM] | -5% | 9% | 21%
O=C(O)c1ccc(SCc2ccccc2)nc1 | . | . | . | . | . | . | 69% | -4% | -3% | 16%
CCOC(=O)c1c(S(=O)(=O)NCc2ccc(OC)cc2)c(C)n(C)c1C | 4% | 2% | 0.3% | -6% | -3% | 1 | -19% | -5% | -2% | -28%
N#CC1=C(N)N2C(=C(C#N)C1c1ccccc1)Sc1ccccc12 (stereo not given) | ? | -3% | -0.1% | 2% | 13% | 0 | . | . | . | .
CC1(C)CC2(CCO1)C(Nc1ccccc1)=NC(=S)N2CC(N)=O (stereo not given) | -5% | -8% | 7.0% | 0% | 15% | -3 | 12% | -8% | 2% | -23%
O=c1nc2ccccc2c(NS(=O)(=O)c2ccc(Cl)cc2)n1-c1ccccc1 | 6% | 8% | 0.0% | 9% | -6% | 0 | 3% | -3% | -4% | 0%
COc1ccc(NC(=S)NNC(=O)c2ccccc2OC(F)F)cc1 | -12% | -6% | -0.1% | 8% | -10% | 5 | -49% | . | . | 6%
O=C(CCCN1C(=O)/C(=C/c2cccs2)SC1=S)Nc1ccccc1O | 1% | 0% | 0.0% | 5% | -6% | -4 | -30% | 1% | 3% | -36%
CC(=O)c1ccc(NC(=O)C(C)OC(=O)C2CCN(c3ccc(C(F)(F)F)cn3)CC2)cc1 (stereo not given) | . | -4% | 0.0% | -3% | -23% | ? | -20% | -4% | 2% | 18%
CCOC(=O)C1CCN(C(=O)c2ccccc2NS(=O)(=O)c2ccc(C)cc2)CC1 | -6% | 19% | 0.6% | -1% | -10% | 9 | -25% | . | 6% | 31%
CO/N=C(/CS(=O)(=O)c1ccc(C)cc1)c1ccc(OC)cc1 | 0% | . | 0.1% | -4% | -7% | 17 | -19% | -3% | 6% | -29%
CC(=O)c1ccc(OCC(=O)Nc2ccccc2N2CCCC2)cc1 | 8% | 6% | -0.7% | -18% | -22% | 17 | -2% | -5% | -5% | -43%
O=c1[nH]cc(C(F)(F)F)cc1NS(=O)(=O)c1ccccc1[N+](=O)[O-] | -7% | 2% | -0.2% | 2% | -4% | 2 | -10% | -1% | 2% | -4%
CC(=O)Nc1cccc(Oc2nc(-c3ccccn3)nc3ccccc23)c1 | -3% | 19% | 0.2% | 4% | 0% | ? | 0% | -3% | -1% | 1%
C[C@H](NC(=O)COc1ccc(Cl)cc1)C(=O)N1CCC2(CC1)NCCc1[nH]cnc12 | 10% | 6% | 0.1% | -7% | 0% | 0 | 5% | -5% | 11% | 3%
COc1ccc(-c2noc(C3CCCN(C(=O)c4ccccc4)C3)n2)cc1 (stereo not given) | -3% | -7% | -0.5% | 8% | -20% | 15 | 48% | -7% | 5% | -37%
Cn1c(-c2nonc2N)nc2ccccc21 | 2% | 9% | 0.3% | -5% | -2% | 0 | 36% | -7% | . | 10%
N/C(=N\OC(=O)CCCc1ccccc1)c1ccc(Br)cc1 | 7% | 17% | -0.5% | 20% | -10% | -3 | 61% | 0% | -1% | 3%
CC1CCN(C(=O)CSc2nc3[nH]ncc3c(=O)[nH]2)CC1 | 2% | -5% | -0.9% | -7% | ? | -4 | 12% | -1% | 0%[46.1 µM] | 18%
Nc1c(C(=O)NCc2ccc(Cl)cc2)sc2nc3c(c(C(F)(F)F)c12)CCC3 | -2% | -2% | 0.4% | 2% | 4% | -2 | 1% | . | . | 28%
O=C(NCCCc1ccccc1)C1CCN(S(=O)(=O)c2ccc(F)cc2)CC1 | 8% | -4% | 0.2% | -4% | -2% | 21 | -17% | -8% | 4% | 21%

Single records, as listed above.
Entry for Cn1c(-c2nonc2N)nc2ccccc21 → CXXC DNA block: 2%; A-T KAP1 phos: 9%; B2AR arrestin: 0.3%; p53 reactivator: -5%; ELG1 repair inh: -2%; TRPV1 ag: 0; BRCA1 expr act: 36%; PTAP TSG101 blk: -7%; TCR activator: .; a7 integrin act: 10%
Entry for C[C@H](NC(=O)COc1ccc(Cl)cc1)C(=O)N1CCC2(CC1)NCCc1[nH]cnc12 → CXXC DNA block: 10%; A-T KAP1 phos: 6%; B2AR arrestin: 0.1%; p53 reactivator: -7%; ELG1 repair inh: 0%; TRPV1 ag: 0; BRCA1 expr act: 5%; PTAP TSG101 blk: -5%; TCR activator: 11%; a7 integrin act: 3%

Going on with the list.
SMILES | CXXC DNA block | A-T KAP1 phos | B2AR arrestin | p53 reactivator | ELG1 repair inh | TRPV1 ag | BRCA1 expr act | PTAP TSG101 blk | TCR activator | a7 integrin act
Cc1ccc(SCCC(=O)Nc2nccs2)cc1 | -5% | 1% | 0.0% | 6% | -1% | ? | 8% | -5% | 1% | -24%
COc1ccc(C(CC(=O)c2ccccc2)CC(=O)c2ccccc2)cc1OC | 1% | 2% | 0.5% | 5% | ? | 3 | -8% | -2% | 3% | 24%
COc1ccccc1/C=c1\sc2nc(-c3ccco3)nn2c1=O | -28% | 3% | -0.1% | -2% | 10% | 3 | -56% | 3% | -2% | 0%
O=C(Oc1ccc(Cl)cc1)c1ccc(COC(=O)c2cnccn2)cc1 | 105%[activator] | 0% | -0.4% | 4% | 3% | -5 | 6%[1.84 µM] | -1% | 0% | 18%
O=C(NCCc1ccccc1)C1CCN(C(=O)NCc2ccccc2)CC1 | 2% | 0% | 0.2% | 8% | 6% | -1 | -8% | -7% | 1%[46.1 µM] | 13%
COCCC(=O)N1CCC(Oc2ccc(C(=O)N3C[C@H]4CC[C@H]3C4)cc2)CC1 | -14% | 5% | -0.6% | 15% | 1% | -1 | -1% | 5% | 1% | -16%
COc1ccc(C(=O)/C=C(\C)NCc2ccc3c(c2)OCO3)cc1 | 0% | 5% | 0.2% | -7% | 11% | 8 | 15% | -2% | -3% | 21%
O=C(NCCc1ccc(F)cc1)c1cc(=O)c2ccccc2o1 | 7% | 1% | -0.3% | -3% | ? | ? | 3% | -1% | -3% | -14%
CC(=O)Cc1cc(O)c2ccccc2c1OC(=O)c1ccc(Br)cc1 | -17% | 1% | -0.9% | -11% | ? | . | -48% | -2% | -1% | -49%[inhibitor]
COc1cc(CNC(=O)c2cnc(C)cn2)cc(OC)c1 | 1% | 7% | -0.3% | 4% | -1% | 4 | 1% | -6% | 1% | 15%
COCCn1c(=S)[nH]c2cc(C(=O)N(CCO)Cc3ccccc3)ccc2c1=O | 3% | 4% | -0.1% | -3% | -7% | -3 | 2% | -6% | 4% | 15%

Screens deposited in PubChem by National Center for Advancing Translational Sciences (NCATS).

Compounds were not picked by outcome, and some 3.8% of all compounds hit somewhere here.
